# Source: PubChem BioAssay (Broad Institute)
# IDH1 mut inh: blocks human IDH1 R132H reductase activity. inhibition, % at 10 µM. AID 624101. hit rate 0.18% among 70,000. O75874. diaphorase/resazurin fluorescence, 60 min; in the data active = inhibition above about 34%;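 also: 0% = DMSO and 100% = no enzyme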
# Target sequence (O75874 whole entry R132H): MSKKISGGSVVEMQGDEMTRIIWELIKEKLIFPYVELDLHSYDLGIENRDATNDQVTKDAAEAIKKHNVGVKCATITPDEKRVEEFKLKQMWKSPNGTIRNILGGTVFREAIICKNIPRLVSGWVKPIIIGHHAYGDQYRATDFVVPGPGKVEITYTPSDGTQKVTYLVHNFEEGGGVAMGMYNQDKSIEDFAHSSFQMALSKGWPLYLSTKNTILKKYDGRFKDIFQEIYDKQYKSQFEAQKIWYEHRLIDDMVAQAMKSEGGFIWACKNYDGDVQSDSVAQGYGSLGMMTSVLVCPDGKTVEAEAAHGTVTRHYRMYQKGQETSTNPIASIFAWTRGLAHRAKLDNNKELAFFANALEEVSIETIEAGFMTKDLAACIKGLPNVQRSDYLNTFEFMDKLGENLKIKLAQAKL
# EZH2 inh: blocks human EZH2/PRC2 H3K27 methylation; hit rate 0.35% among 57,000; Q15910; DELFIA TRF, 1 h; inhibition, % at 12.5 µM; AID 651548;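 active = mean inhibition of replicates at least 50% and every single replicate also reaching 50%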;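 also: dimethyl H3K27 on biotinylated H3 21-44 peptide detected by antibody; plate controls were median neutral control wells for no effect and median positive control wells for full effect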
# An asterisk follows results filed as active; · = no result given. This is a subset; count on the stated rates, not on these rows.
COc1cccc(NC(=O)N(C)C[C@H]2Oc3cc(-c4ccccc4OC)ccc3S(=O)(=O)N([C@H](C)CO)C[C@@H]2C)c1
  IDH1 mut inh: 0.4
  EZH2 inh: -1

COc1ccc(Br)c(/C=N/NC(=O)CCCCCCC(=O)Nc2ccccc2O)c1
  IDH1 mut inh: ·
  EZH2 inh: 33

C[C@H]1CN([C@@H](C)CO)S(=O)(=O)c2ccc(C#Cc3ccccc3F)cc2O[C@@H]1CN(C)C(=O)Cc1cccnc1
  IDH1 mut inh: 0.1
  EZH2 inh: ·

CCCc1ccc(S(=O)(=O)Nc2ccc(C)c(NS(C)(=O)=O)c2)cc1
  IDH1 mut inh: -4.9
  EZH2 inh: 5

O=C(C[C@H]1CC[C@H](NC(=O)c2ccccc2)[C@@H](CO)O1)NCCc1ccncc1
  IDH1 mut inh: 0.2
  EZH2 inh: 2

CNC[C@H]1Oc2ccc(NS(=O)(=O)c3ccc(OC)cc3)cc2C(=O)N([C@@H](C)CO)C[C@@H]1C
  IDH1 mut inh: 1.4
  EZH2 inh: -3

COc1ccc(S(=O)(=O)N(C)CC(=O)Nc2ccc3c(c2)OCCO3)cc1Cl
  IDH1 mut inh: -0.3
  EZH2 inh: -5

C[C@H](CO)N1C[C@H](C)[C@H](CN(C)C(=O)c2ccc3c(c2)OCO3)Oc2ncc(C#CCN(C)C)cc2C1=O
  IDH1 mut inh: -1.3
  EZH2 inh: -3

COc1cccc(OCCCCSc2ncccn2)c1
  IDH1 mut inh: -0.1
  EZH2 inh: 24

C/C=C/c1ccc2c(c1)O[C@H](CN(C)Cc1ccccn1)[C@@H](C)CN([C@H](C)CO)S2(=O)=O
  IDH1 mut inh: -0.2
  EZH2 inh: 18

# At a glance, 6 of the compounds above:
O=C(C[C@H]1CC[C@H](NC(=O)c2ccccc2)[C@@H](CO)O1)NCCc1ccncc1
  IDH1 mut inh: 0.2
  EZH2 inh: 2

CNC[C@H]1Oc2ccc(NS(=O)(=O)c3ccc(OC)cc3)cc2C(=O)N([C@@H](C)CO)C[C@@H]1C
  IDH1 mut inh: 1.4
  EZH2 inh: -3

COc1ccc(S(=O)(=O)N(C)CC(=O)Nc2ccc3c(c2)OCCO3)cc1Cl
  IDH1 mut inh: -0.3
  EZH2 inh: -5

C[C@H](CO)N1C[C@H](C)[C@H](CN(C)C(=O)c2ccc3c(c2)OCO3)Oc2ncc(C#CCN(C)C)cc2C1=O
  IDH1 mut inh: -1.3
  EZH2 inh: -3

COc1cccc(OCCCCSc2ncccn2)c1
  IDH1 mut inh: -0.1
  EZH2 inh: 24

C/C=C/c1ccc2c(c1)O[C@H](CN(C)Cc1ccccn1)[C@@H](C)CN([C@H](C)CO)S2(=O)=O
  IDH1 mut inh: -0.2
  EZH2 inh: 18

# More entries
CO[C@H]1CN(C)C(=O)c2ccc(NC(C)=O)cc2OC[C@H](C)N(C(=O)CN2CCOCC2)C[C@@H]1C
  IDH1 mut inh: -0.1
  EZH2 inh: 0

CC(C)NC(=O)N[C@@H]1CC[C@@H](CCNC(=O)C2CCCC2)O[C@H]1CO
  IDH1 mut inh: 0.4
  EZH2 inh: -1

Cc1ccc(S(=O)(=O)N[C@@H]2CC[C@H](CC(=O)NCc3ccncn3)O[C@@H]2CO)cc1
  IDH1 mut inh: 0.0
  EZH2 inh: 2

CN(C)c1ccc2c(c1)[C@H]1C[C@H](CC(=O)NCc3ccc(Oc4ccccc4)cc3)O[C@@H](CO)[C@H]1O2
  IDH1 mut inh: -2.1
  EZH2 inh: -5

C[C@H]1CN([C@@H](C)CO)C(=O)c2cc(C#CC3CC3)cnc2O[C@@H]1CN(C)Cc1ccccn1
  IDH1 mut inh: 4.4
  EZH2 inh: -1

CC(C)NC(=O)N(C)C[C@@H]1Oc2ncc(/C=C/c3ccccc3)cc2C(=O)N([C@H](C)CO)C[C@@H]1C
  IDH1 mut inh: -0.1
  EZH2 inh: -20

C[C@@H]1CCCCO[C@H](CN(C)C(=O)CCC(F)(F)F)[C@@H](C)CN([C@H](C)CO)C(=O)c2cc(NS(=O)(=O)c3ccc(F)cc3)ccc2O1
  IDH1 mut inh: -0.2
  EZH2 inh: ·

Cc1cc(C(=O)CSc2nnnn2-c2ccccc2)c(C)n1-c1cc(F)ccc1F
  IDH1 mut inh: -0.2
  EZH2 inh: 8

CCCCN(CCCC)c1ccc(/C=N/NC(=O)CCCCCCC(=O)OC)cc1
  IDH1 mut inh: -0.3
  EZH2 inh: 80*

C[C@@H]1CN([C@H](C)CO)C(=O)c2cccc(NC(=O)c3ccncc3)c2O[C@@H]1CN(C)C(=O)Nc1ccc(C(F)(F)F)cc1
  IDH1 mut inh: 0.9
  EZH2 inh: -12

# Entries of single compounds as entered above:
# Shown for CCCCN(CCCC)c1ccc(/C=N/NC(=O)CCCCCCC(=O)OC)cc1 → IDH1 mut inh: -0.3; EZH2 inh: 80*
# Shown for CO[C@H]1CN(C)C(=O)c2ccc(NC(C)=O)cc2OC[C@H](C)N(C(=O)CN2CCOCC2)C[C@@H]1C → IDH1 mut inh: -0.1; EZH2 inh: 0
# Shown for C[C@@H]1CN([C@H](C)CO)C(=O)c2cccc(NC(=O)c3ccncc3)c2O[C@@H]1CN(C)C(=O)Nc1ccc(C(F)(F)F)cc1 → IDH1 mut inh: 0.9; EZH2 inh: -12

# Remaining list, next part:
C[C@H]1CCCCO[C@@H](CN(C)C(=O)c2ccncc2)[C@@H](C)CN([C@@H](C)CO)C(=O)c2cc(N(C)C)ccc2O1
  IDH1 mut inh: -4.1
  EZH2 inh: 3

COCC(=O)Nc1ccc2c(c1)C(=O)N(C)C[C@H](OC)[C@H](C)CN(Cc1ccccc1)[C@@H](C)CO2
  IDH1 mut inh: 0.0
  EZH2 inh: -11

C[C@@H]1CN([C@@H](C)CO)C(=O)c2cccc(NC(=O)NC3CCCCC3)c2O[C@H]1CN(C)S(=O)(=O)c1ccc(F)cc1
  IDH1 mut inh: 4.2
  EZH2 inh: -4

C[C@H]1CN([C@@H](C)CO)C(=O)Cc2cc(NC(=O)Nc3cccc4ccccc34)ccc2O[C@@H]1CN(C)C(=O)Nc1ccc(C(F)(F)F)cc1
  IDH1 mut inh: -0.4
  EZH2 inh: ·

COc1ccc(S(=O)(=O)Nc2ccc3c(c2)C(=O)N([C@@H](C)CO)C[C@@H](C)[C@H](CN(C)C(=O)Nc2ccc(F)cc2)OCCCC[C@@H](C)O3)cc1
  IDH1 mut inh: 2.5
  EZH2 inh: ·

CS(=O)(=O)N(CC(=O)Nc1cc(Cl)ccc1Cl)c1ccc2c(c1)OCCO2
  IDH1 mut inh: -0.5
  EZH2 inh: -5

C[C@H]1CN([C@@H](C)CO)C(=O)c2cc(NS(=O)(=O)c3ccccc3)ccc2O[C@@H]1CN(C)S(=O)(=O)c1cccs1
  IDH1 mut inh: 1.3
  EZH2 inh: ·

CNC(=O)CN(c1ccc(C23CC4CC(CC(C4)C2)C3)cc1)S(C)(=O)=O
  IDH1 mut inh: 0.6
  EZH2 inh: 5

O=C(O)c1cccc(CSc2nnc(-c3ccncc3)o2)c1
  IDH1 mut inh: -0.1
  EZH2 inh: -6

CSc1ccccc1NC(=O)C(C)NS(=O)(=O)c1ccc(C)cc1 (stereo not given)
  IDH1 mut inh: -0.5
  EZH2 inh: -6

O=C(C[C@@H]1CC[C@H](NC(=O)Nc2ccc3c(c2)OCO3)[C@@H](CO)O1)NCc1ccccc1
  IDH1 mut inh: 0.2
  EZH2 inh: 1

C[C@H](CO)N1C[C@H](C)[C@H](CN(C)C(=O)Nc2ccccc2F)Oc2ncc(-c3ccccc3)cc2C1=O
  IDH1 mut inh: ·
  EZH2 inh: -8

CC1(C)CC[C@]2(C(=O)O[C@@H]3O[C@H](CO)[C@@H](O)[C@H](O)[C@H]3O)CC[C@]3(C)C(=CCC4[C@@]5(C)CC[C@H](O[C@@H]6O[C@H](C(=O)O)[C@@H](O)[C@H](O)[C@H]6O)[C@@](C)(CO)C5CC[C@]43C)C2C1 (stereo not given in full)
  IDH1 mut inh: 0.7
  EZH2 inh: 3

C[C@@H]1CN([C@@H](C)CO)C(=O)c2cc(NS(=O)(=O)c3ccc(F)cc3)ccc2O[C@H]1CN(C)Cc1ccc(-c2ccccc2)cc1
  IDH1 mut inh: 0.8
  EZH2 inh: ·

COc1cc(C2OC(c3cc(OC)c(OC)c(OC)c3)C(C)C2C)cc(OC)c1OC (stereo not given)
  IDH1 mut inh: 0.0
  EZH2 inh: 15

O=C(Cc1ccccn1)NCC[C@H]1CC[C@H](NC(=O)Nc2ccc(Cl)cc2)[C@H](CO)O1
  IDH1 mut inh: 0.7
  EZH2 inh: -4

C[C@@H]1CN([C@H](C)CO)C(=O)Cc2cc(NS(=O)(=O)c3cccs3)ccc2O[C@@H]1CN(C)C
  IDH1 mut inh: 1.0
  EZH2 inh: 5

Cc1cc2c(=O)n(C)c(SCC(=O)c3cc4ccccc4o3)nc2s1
  IDH1 mut inh: -0.1
  EZH2 inh: 16

C[C@@H]1CCCCO[C@@H](CN(C)C)[C@@H](C)CN([C@@H](C)CO)C(=O)c2cc(NC(=O)Nc3ccc(F)cc3)ccc2O1
  IDH1 mut inh: 1.1
  EZH2 inh: 0
